# Assay outcomes as filed in PubChem.
# EPAC1 antagonist – blocks human EPAC1 exchange factor | EPAC1 GEF assay, Rap1b-BODIPY-GDP exchange fluorescence | Potency, µM (top dose mostly 115 µM), for the others: top-dose activity change, negative = inhibition, usual class: inhibitors | hit rate 0.14% among 360,000 | AID 720709;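 note: potency is the fitted concentration of half-maximal effect; plate controls were vehicle for no effect and positive control for full effect; nearly all actives have a fitted effect of over 50% in size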
# IL2 activator – activates IL-2 in a cell-based reporter assay. IL-2 activation reporter assay, cell-based qHTS; stimulated with anti-CD3/CD4/CD28 beads; in transgenic mouse T cells. activation, % (series mostly up to about 46 µM). hit rate 0.065% among 360,000; in the data active = activation above about 50%; inconclusive = mostly about 30% to 49%; note: 0% is about no effect
#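 Quantitative HTS in unstimulated transgenic mouse T cells, with memory T cells as non-tolerant control and PMA/ionomycin as tolerance-bypass control. Compound pretreatment lasted 60 minutes before 18 h bead stimulation; EGFP/DsRed fluorescence read.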
# PI5P4K alpha inh – blocks human PI5P4K alpha kinase activity; P48426; PI5P4Kalpha enzyme, ADP-Glo luminescence, 60 min; hits give low values; max response, %; hit rate 1.2% among 330,000; AID 652105; active = max response of -50% or lower; inconclusive = between -30% and -50%; inactive = -30% or higher; note: value at the top dose of about 77 µM; % is set by controls: 0 for no effect and ±100 for the full control effect
# Target sequence (P48426 whole entry, looked up): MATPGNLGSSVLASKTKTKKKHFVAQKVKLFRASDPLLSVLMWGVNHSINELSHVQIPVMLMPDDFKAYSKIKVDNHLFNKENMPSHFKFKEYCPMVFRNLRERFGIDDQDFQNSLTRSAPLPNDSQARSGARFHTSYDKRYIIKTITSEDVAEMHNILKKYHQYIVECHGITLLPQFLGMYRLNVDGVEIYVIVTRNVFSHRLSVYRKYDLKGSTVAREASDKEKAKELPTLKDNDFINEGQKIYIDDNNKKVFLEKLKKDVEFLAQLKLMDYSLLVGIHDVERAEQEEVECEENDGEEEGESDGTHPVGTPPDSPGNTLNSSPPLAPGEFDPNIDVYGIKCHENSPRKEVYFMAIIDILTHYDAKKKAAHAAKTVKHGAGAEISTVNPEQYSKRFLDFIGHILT
#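 Compounds were pin-transferred onto PI5P4Kalpha and substrate in HEPES pH 7.4 buffer with EGTA, CHAPS and 5% DMSO. ATP (5 microM final) started the reaction, which ran 60 minutes at room temperature before ADP-Glo detection.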
# Abeta yeast res – restores growth of yeast expressing A-beta42 peptide. yeast expressing A-beta42, growth rescue, OD600, 48 h; response scale: 0% DMSO, 100% iron-clioquinol control. Potency, µM (highest dose often 46.1 µM), for inactives: at the top dose growth rescue, usual class: activators. hit rate 0.063% among 410,000; note: potency is the fitted concentration of half-maximal effect; nearly all actives have a fitted effect of over 55% in size
#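 Growth rescue measured by 600 nm absorbance after 48 h yeast culture at 30 C with compound. Values normalized between DMSO and an equimolar ferric chloride plus clioquinol control.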
# PLK1 PBD inh – PLK1 (human) polo-box domain binding inhibition. P53350. Plk1 PBD binding of FITC phosphopeptide, fluorescence polarization. Potency, µM, inactives show max response, negative = inhibition, most hits filed as inhibitors. hit rate 2.8% among 360,000. AID 720504; note: potency is the fitted concentration of half-maximal effect; series mostly up to about 57 µM; % is set by controls: 0 for no effect and ±100 for the full control effect; nearly all actives have a fitted effect of over 65% in size
# Target sequence (P53350 whole entry, looked up, the tested form may be a part): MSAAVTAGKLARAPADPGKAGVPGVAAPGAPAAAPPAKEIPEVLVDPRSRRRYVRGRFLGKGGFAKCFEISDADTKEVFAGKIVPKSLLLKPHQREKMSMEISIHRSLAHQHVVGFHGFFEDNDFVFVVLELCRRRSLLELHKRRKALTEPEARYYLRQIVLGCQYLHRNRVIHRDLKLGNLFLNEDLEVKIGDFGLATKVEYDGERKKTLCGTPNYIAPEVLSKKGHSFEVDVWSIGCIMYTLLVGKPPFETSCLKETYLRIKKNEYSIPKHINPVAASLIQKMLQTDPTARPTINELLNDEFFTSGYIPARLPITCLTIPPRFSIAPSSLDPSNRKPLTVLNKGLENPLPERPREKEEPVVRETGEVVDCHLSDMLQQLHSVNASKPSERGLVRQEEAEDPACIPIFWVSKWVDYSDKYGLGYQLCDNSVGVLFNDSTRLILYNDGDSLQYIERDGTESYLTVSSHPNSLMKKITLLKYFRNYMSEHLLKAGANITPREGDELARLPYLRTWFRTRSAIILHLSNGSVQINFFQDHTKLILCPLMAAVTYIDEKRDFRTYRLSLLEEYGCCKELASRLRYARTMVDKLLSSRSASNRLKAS
# EPAC1 agonist – activates human EPAC1 exchange factor; EPAC1 agonist qHTS, biochemical assay; response scale: 100% = response to 6.5 mM cAMP; Potency, µM (top dose mostly 154 µM), without a hit: at the highest dose activation, hits mostly activators; hit rate 0.073% among 360,000; AID 720707; note: potency is the fitted concentration of half-maximal effect; nearly all actives have a fitted effect of over 60% in size
#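 Nucleotide exchange assay: 100 nM EPAC1 with 250 nM Rap1B loaded with BODIPY-GDP and 50 uM GDP, room temperature. Fluorescence (480/540 nm) read every 5 min for 30 min; signal change normalized to 6.5 mM cAMP as full agonist.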
# WRN inhibitor – inhibitors of human WRN helicase; Q14191; WRN helicase unwinding, fluorescent forked duplex, kinetic; Potency, µM (top dose mostly 114 µM), for the others: at the top dose activity change, negative = inhibition, hits mostly inhibitors; hit rate 0.46% among 360,000; AID 651768; note: potency is the fitted concentration of half-maximal effect; % is set by controls: 0 for no effect and ±100 for the full control effect; nearly all actives have a fitted effect of over 55% in size
#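 Screening of the MLSMR collection measured strand separation of a quenched forked DNA duplex (100 nM) by 20 nM WRN with 2 mM ATP, all final. Compounds were preincubated with enzyme 15 min at room temperature.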
# FUS yeast rescue – rescues growth of FUS-expressing yeast | S. cerevisiae FUS-expressing, growth rescue, OD600, 24 h | Potency, µM (top dose mostly 76.6 µM), without a hit: top-dose growth rescue (activation), actives largely listed as activators | hit rate 0.24% among 390,000 | AID 1347120;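 note: potency is the fitted concentration of half-maximal effect; plate controls were DMSO vehicle for no effect and reference control for full effect; nearly all actives have a fitted effect of over 55% in size; some results filed as inactive show a strong effect at the top dose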
#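 Yeast expressing FUS under galactose induction, OD 0.005 in 2% galactose medium; compounds in a dilution series, 24 h at 30C. Growth rescue by absorbance at 600 nm; CP55940 positive control, DMSO negative.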
# An asterisk follows results filed as active; ? = inconclusive; · = no result given; [ ] = remark or other dose. Unless noted, calls come from the whole dose curve; as a rule, active = well fitted curve in the direction sought with a large enough effect; inconclusive = small, poorly fitted or top-dose-only effect, or another doubt; inactive = no such curve, though single readings can be large; an effect the other way counts as inactive or inconclusive.
# Fields – FUS yeast rescue | EPAC1 antagonist | Abeta yeast res | WRN inhibitor | PLK1 PBD inh | PI5P4K alpha inh | IL2 activator | EPAC1 agonist
COC(=O)C1=C(C)Nc2nnnn2C1c1cccs1 (stereo not given)
    15.0% | 8.1% | 15.4% | 3.2% | -1.1% | 8.6 | 2.5 | -0.1%
Cc1c(N(C(=O)c2cnccn2)C2(C(=O)NC3CCCC3)CCCCC2)c(=O)n(-c2ccccc2)n1C
    1.1% | -5.7% | -0.6% | -14.7% | -6.9% | 0.6 | -1.8 | -6.1%
O=C(Nc1ccccn1)c1ccc(Cl)s1
    -1.1% | 11.3% | -8.3% | 3.5% | -1.4% | -2.1 | -3.4 | 1.5%
Cc1ccccc1Cn1c(C)c(C(=O)NCc2cccc(C(F)(F)F)c2)sc1=O
    -10.3% | -23.4% | -8.7% | -6.2%[57.1 µM] | -4.5% | 6.9 | 0.6 | -9.4%
COc1ccc(C(C)(NC(C)=O)c2nc(-c3cccc(C#N)c3)cs2)cc1 (stereo not given)
    19.4% | -3.9% | -3.9% | 1.2% | -2.1% | -6.7 | 0.6 | 6.7%
CC(=O)N1CC(C)Oc2ccc(S(=O)(=O)NC(CC(=O)O)c3ccc(C)cc3C)cc21 (stereo not given)
    1.5% | 7.9% | · | -5.2% | 2.2% | 4.6 | 2.7 | -7.8%
COc1ccc(-c2cc(C)no2)cc1S(=O)(=O)NCCCN1CCCCCC1
    18.8% | 1.4% | 4.0% | -12.6%[57.1 µM] | ? | 5.7 | -4.5 | 0.8%
O=C(O)COc1ccccc1/C=N/NC(=O)CSc1nc2ccccc2s1
    -30.2% | 7.7% | 3.0% | -7.3% | -0.2% | 9.3 | -1.6 | 2.5%
O=C(NCC(c1ccco1)N1CCOCC1)c1c(F)cccc1F (stereo not given)
    -7.9% | -17.1% | -7.8% | -21.1% | -10.0% | -6.9 | 1.0 | 9.2%
CN1CCN(C(=O)CN(C)S(=O)(=O)c2cc(Cl)ccc2Cl)CC1
    7.9% | -10.5% | -14.7% | 2.2% | -5.6% | -9.2 | -2.6 | -0.2%
CC(=O)Nc1ccc(-c2csc(N/N=C(/C)c3ccccc3)n2)cc1
    30.4% | -5.3% | 18.3% | -8.1% | -25.0% | ? | -0.4 | 0.2%
CCOC(=O)C1CCN(C(=O)c2c(-c3c(Cl)cccc3Cl)noc2C)CC1
    -40.5% | -8.1% | 10.7%[9.22 µM] | -21.3% | -7.2% | 2.0 | 1.6 | 7.0%
Nc1ncnc2nc(SCC(=O)Nc3cccc(C(F)(F)F)c3)[nH]c12
    21.5% | 7.7% | -0.5% | -5.9% | -1.5% | -6.5 | 0.8 | -5.3%
CCc1ccc2c(c1)NC(=O)C2(C)Cc1ccccc1Cl (stereo not given)
    -23.5% | -9.0% | ? | -5.8% | -0.7% | 2.6 | 0.5 | -1.0%
COc1ccc(NS(=O)(=O)c2cccc(-c3n[nH]c(=S)n3Cc3ccccc3)c2)cc1
    33.3% | -0.5% | 22.5% | -4.2% | -14.5% | 2.6 | -0.2 | 2.1%
O=C(COC(=O)CNC(=O)c1ccccc1F)Nc1ncc(Cl)cc1Cl
    -1.6% | -8.8% | 1.5% | -11.1%[11.6 µM] | -15.6% | -13.3 | 0.6 | 9.2%
CN1C(=O)c2ccc(NC(=O)c3c(F)c(F)c(F)c(F)c3F)cc2C1=O
    -2.9% | 8.7% | 17.9% | 3.3% | ? | 1.8 | -2.5 | -1.5%
NC(=O)c1cccc(NC(=O)CCCCC(=O)Nc2cccc(C(N)=O)c2)c1
    -20.7% | 5.9% | 7.8% | -1.0% | -8.8% | -7.2 | -0.5 | -1.3%
Clc1cccc(CNc2ccn3nc(-c4ccc(OCCN5CCOCC5)cc4)cc3n2)c1
    8.6% | -15.8% | 3.1% | -7.7% | 5.9% | 37.5 | -0.8 | 10.8%
CC(=O)N/N=C/c1cc(C)n(-c2ccc(Br)cc2)c1C
    8.3% | 24.6% | 3.4% | -18.6%[57.1 µM] | 7.1% | -4.2 | -0.5 | -6.3%
CN(C)CC(=O)N[C@@H]1CC[C@@H](CCNS(=O)(=O)c2ccccc2)O[C@@H]1CO
    -3.6% | 1.9% | -2.8% | -3.8% | -15.5% | -1.1 | -0.8 | 10.3%
COC(=O)CSc1nnc(-c2sc3cc(OC)ccc3c2Cl)n1C
    -15.5% | -7.3% | -16.4% | 6.8% | -13.6% | 0.7 | -0.5 | 5.7%
COC(=O)[C@H](CCSC)NC(=O)Cn1cnc(C(=O)Nc2ccc(C)c(C)c2)n1
    -2.9% | 8.3% | -4.2% | 7.3% | -7.1% | 1.2 | -0.6 | -18.8%
CCOC(=O)C1CCCN(Cc2nc(N)nc(Nc3ccc(OC)cc3)n2)C1 (stereo not given)
    19.8% | -1.4% | -0.7% | 10.9% | 26.7µM* | -14.2 | -2.6 | -3.3%
Cc1cc(OCC(=O)N2CCCC2)cc(C)c1Cl
    9.2% | 4.2% | -11.0% | 0.5%[57.1 µM] | -3.0% | 13.5 | -3.5 | -4.8%
CSc1nc2sc3c(c2c(=O)[nH]1)CCC3
    -5.8% | 4.3% | 12.1% | 3.0% | -6.8% | -10.0 | -2.5 | -8.1%
COCCNC(=O)CSc1nc2nc(C)cc(C)n2n1
    5.9% | 0.4% | -11.5% | 6.4% | -6.6% | · | -3.3 | 7.6%
CC1(CCc2ccccc2)NC(=O)N(CC(=O)N2CCc3ccccc32)C1=O (stereo not given)
    ? | -0.6% | -1.7% | -6.2% | 4.3% | 9.7 | -1.2 | 2.8%
Cc1cc(C)cc(CC2CC(=O)N(c3ccc([N+](=O)[O-])cc3)C2=O)c1 (stereo not given)
    11.6% | -13.4% | 6.7% | 5.4% | -16.6% | 4.7 | -1.4 | 4.0%
CC1CN(c2nc3ccccc3nc2SCC(=O)Nc2ccc(F)cc2)CC(C)O1 (stereo not given)
    16.4% | -22.3% | -23.9% | -2.1% | -5.5% | 30.8 | -2.3 | -11.7%
CC1CCCC(NC(=O)COC(=O)c2cccc(NS(=O)(=O)/C=C/c3ccccc3)c2)C1C (stereo not given)
    · | -0.2% | 11.4% | -8.0% | 6.2% | 19.9 | -0.2 | -26.9%
Cc1nc(-c2ccccc2)sc1C(=O)CSc1ccc(Cl)cc1
    14.6% | 11.5% | 19.7% | -25.6%[57.1 µM] | ? | 10.6 | -2.5 | -3.1%
CCOC(=O)c1c(C)[nH]c(C)c1C(=O)COC(=O)/C=C/c1ccco1
    · | 10.3% | -2.7% | -13.6% | -3.7% | -0.5 | -0.8 | -1.9%
CCCC(=O)O[C@]1(C(=O)CO)CC[C@H]2[C@@H]3CCC4=CC(=O)CC[C@]4(C)[C@H]3[C@@H](O)C[C@@]21C
    -16.1% | 12.2% | -7.3% | 7.4% | -4.4% | -2.1 | -0.3 | -16.5%
CN(C(=O)c1ccc(NC(=O)Cc2ccc(NC(=O)C3CCN(C(=O)C4CCCC4)CC3)cc2)cc1)C1CC1
    ? | -29.1% | -9.6% | 7.6% | -6.9% | -4.4 | 0.3 | 8.4%
CC1(C(=O)Nc2ccc(Cl)c(C(F)(F)F)c2)Cc2c(-c3ccccc3)ccnc2O1 (stereo not given)
    36.4% | -19.3% | -7.7% | -8.8% | -6.1% | 11.5 | -0.4 | -1.8%
CCOc1ccc(N/C(C)=C\C(=O)c2ccc3c(c2)OCCO3)cc1
    15.5% | -24.3% | -7.8% | -1.2% | -10.0% | 20.2 | -0.9 | 9.8%
CCC/C(O)=N\S(=O)(=O)c1ccc(N=NN(C)C)cc1
    -1.8% | 14.4% | -11.2% | 1.9% | 1.7% | -4.2 | -2.3 | 0.5%
CCCCCCC1CC(=O)NC(=S)N1 (stereo not given)
    -32.0% | -2.1% | 29.5% | 6.2% | -3.4% | -0.3 | -0.4 | 5.1%
COc1cccc(NC(=O)CSc2ccc3nnc(-c4ccccn4)n3n2)c1
    4.0% | 13.8% | 11.2% | 5.9% | 8.0% | -2.2 | 0.1 | 7.2%
O=C(Cc1ccc(Cl)cc1)N1CCC2(CC1)NCCc1[nH]cnc12
    -12.4% | -15.9% | · | -0.9% | -14.4% | -8.8 | 0.1 | 8.6%
COc1ccc(CN2CCC(C(=O)Nc3ccc(Oc4ccccc4)nc3)CC2)cc1F
    15.1% | -12.5% | -12.4% | -1.2% | 0.8% | -3.7 | -0.9 | 8.0%
Cc1cc(C(=O)OCC(=O)NCc2ccc3c(c2)OCO3)c2ccccc2n1
    38.9% | 8.6% | 6.8% | -18.4% | 0.1% | -9.8 | -2.9 | -3.2%
O=C(COC(=O)CNC(=O)c1ccc([N+](=O)[O-])o1)Nc1ncc(Cl)cc1Cl
    · | 6.2% | 2.8% | -7.4%[11.6 µM] | -12.9% | ? | -3.7 | 6.9%
O=C(Cc1ccc(Cl)cc1)N/N=C/c1cccc(O)c1
    -4.0% | -13.1% | -6.3% | 2.9% | -2.1% | -8.9 | 0.7 | -5.1%
CCOc1ccccc1C(=O)OCC(=O)NCCNC(=O)COC(=O)c1ccccc1OCC
    9.0% | -6.3% | -6.2% | -4.1% | -9.9% | -5.9 | -0.4 | -2.7%
COc1ccc(N2CCOCC2)c(NC(=O)c2cccnc2)c1
    -5.9% | 14.2% | -7.5% | 6.4% | 8.0% | -3.9 | -3.5 | -13.1%
O=C(COC(=O)Cn1cnc2ccccc2c1=O)NCc1ccccc1
    13.2% | 1.9% | -7.2% | -3.1% | -11.2% | -4.9 | -0.2 | 6.4%
c1cncc(-c2nc3cc4ccccc4cc3[nH]2)c1
    2.5% | 16.0% | -44.0%[inhibitor] | -26.1%[57.1 µM] | ? | · | -2.4 | -2.9%
Cc1cccc(NC(=O)c2c(C)nc3ccccn23)c1
    -2.5% | -19.8% | 24.2% | 2.5% | -8.9% | 3.2 | -1.5 | 8.4%
O=C(CSc1nnnn1Cc1ccccc1)Nc1ccccc1
    -48.0% | 18.1% | 7.0% | -7.3% | 3.3% | -2.1 | -2.9 | -7.2%
c1ccc(-n2nnnc2SCc2ccccn2)cc1
    0.5% | 11.1% | 4.6% | -13.9% | -1.6% | 7.9 | -2.1 | 5.8%
CCOc1ccc(N2CC(C(=O)Nc3ccccc3N3CCCC3)CC2=O)cc1 (stereo not given)
    28.2% | ? | -0.7% | -9.2% | -1.6% | 6.7 | -3.7 | -13.5%
O=C(NCCN1C(=O)S/C(=C\c2ccc(OC(F)F)cc2)C1=O)c1cnccn1
    · | 14.3% | -5.9% | 1.8% | -5.7% | -10.7 | -0.5 | -0.2%
O=C(N/N=C/c1cccnc1)c1ccccc1Br
    6.4% | 7.9% | -1.0% | -3.4% | -24.4% | 0.1 | 0.1 | -0.9%
